Source: PubChem
Vif inh – HIV Vif self-association inhibitors, primary screen, imaging, HEK293T, single point; HEK293T cells, Vif self-association by quenched fluorescence, 24 h; inhibition, % at 7.49 µM; actives 0.35% (n = 340,000); in the data active = inhibition above about 50%, passing the limit was not always enough; also: some results filed as inactive read as strong as hits
TLR9-MyD88 inh – inhibitors of TLR9-MyD88 association in cells, primary screen, cell-based, CHO, BLA complementation, fluorescence | Toll-like receptor 9 (Homo sapiens) + Myeloid differentiation primary response protein … | CCF4 FRET ratio | inhibition, % at 4.98 µM | actives 0.21% (n = 340,000);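 active = inhibition above the mean over all tested compounds plus 3 SD, cut at about 21% in these data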;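 also: 0% = DMSO only wells and 100% = clavulanate BLA inhibitor control wells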
MC4R ag barr – MC4R agonists recruiting beta-arrestin, primary screen, cell-based, luminescence, agonist arm of biased-ligand search | activation, % at 8.9 µM | actives 0.98% (n = 360,000) | Melanocortin receptor 4 (Homo sapiens), P32245 | U2OS MC4R beta-arrestin complementation; percent of melanotan II response, DMSO zero;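 active = activation above a per-plate cutoff, the mean activation of sample wells on that plate plus 3 SD, cut at about 8% in these data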
ABCB6 inh 2 – ABCB6 transporter inhibitors, primary screen, K562-ABCB6 cells, flow cytometry, MLPCN library | ATP-binding cassette sub-family B member 6 (Homo sapiens), Q9NP58 | K562-ABCB6 porphyrin accumulation, 1 h; hits give low values | fluorescence ratio to DMSO, % at 10 µM | actives 0.19% (n = 360,000) | AID 602162, 2011;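 active = fluorescence ratio to DMSO below 75%, the collection mean minus 3 SD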;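 also: signal is porphyrin accumulated inside mitochondria; 100% equals median channel fluorescence of DMSO control wells; lower ratio means ABCB6 inhibition with less porphyrin fluorescence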
aDG glyco up – activators of alpha-DG glycosylation, primary screen, uHTS, Pro5-aDG cells, AlphaScreen; alpha-DG glycosylation AlphaScreen (IIH6); 0% Pro5, 100% B10-LARGE cell signal; activation, % at 10 µM; actives 0.22% (n = 360,000); AID 624168, 2012;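 active = activation of at least 8% versus controls, or a plate z-score of at least 8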;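 also: Pro5 are CHO cells carrying HIG-tagged alpha-DG that lacks glycosylation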
NOD2 RIPK2 PPI – NOD2-RIPK2 binding disruptors in cells, primary screen, fluorescence, CHO cells, BLA complementation; AID 624267, 2012; actives 0.38% (n = 360,000); CCF4 ratio; inhibition, % at 4.98 µM; in the data active = inhibition above about 21%;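 also: 0% = vehicle only and 100% = reference blocker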
N-glyco inh – increase of ERlucT glycosylation luciferase signal, primary screen, N-linked glycosylation inhibitor project, D54 ERlucT cells, luminescence, set 2; D54 ERlucT glycosylation luciferase reporter, 24 h; percent of 100 nM tunicamycin response; reporter increase, % at 12.5 µM; actives 0.23% (n = 360,000); AID 588692, 2011;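 active = mean luciferase reporter signal, scaled so untreated is 0 and the glycosylation-blocking control 100, at or above a set limit in every replicate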;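 also: luciferase carries N-glycosylation sites so blocking glycosylation raises the light; 0% = median of neutral control wells and 100% = median of 100 nM tunicamycin wells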
ABHD5-PLIN5 inh – ABHD5-PLIN5 interaction inhibitors, primary screen, cell lysate, split luciferase complementation, luminescence; Split G. princeps luciferase complementation, 4 h; inhibition, % at 4 µM; Perilipin-5 (Homo sapiens) + 1-acylglycerol-3-phosphate O-acyltransferase ABHD5 (Homo …; actives 0.78% (n = 360,000);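 active = inhibition above the mean inhibition across every tested compound plus 3 SD, cut at about 22% in these data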;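 also: 0% = DMSO only wells and the 100% control is not disclosed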
Target sequence (Q00G26 whole entry, looked up): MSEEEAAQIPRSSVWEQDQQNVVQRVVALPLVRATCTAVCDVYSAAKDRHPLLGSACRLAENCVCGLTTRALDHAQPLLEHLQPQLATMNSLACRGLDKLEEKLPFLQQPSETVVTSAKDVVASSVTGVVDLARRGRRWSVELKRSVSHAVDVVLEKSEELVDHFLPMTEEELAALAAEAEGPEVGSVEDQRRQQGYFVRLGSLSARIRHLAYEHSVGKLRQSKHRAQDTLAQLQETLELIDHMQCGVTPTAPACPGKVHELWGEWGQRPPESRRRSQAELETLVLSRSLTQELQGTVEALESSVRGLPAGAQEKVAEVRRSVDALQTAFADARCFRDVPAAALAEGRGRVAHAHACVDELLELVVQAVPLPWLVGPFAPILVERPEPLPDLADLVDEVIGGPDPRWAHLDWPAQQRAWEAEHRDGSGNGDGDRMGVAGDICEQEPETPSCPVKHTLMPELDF
Target sequence (Q8WTS1 whole entry, looked up): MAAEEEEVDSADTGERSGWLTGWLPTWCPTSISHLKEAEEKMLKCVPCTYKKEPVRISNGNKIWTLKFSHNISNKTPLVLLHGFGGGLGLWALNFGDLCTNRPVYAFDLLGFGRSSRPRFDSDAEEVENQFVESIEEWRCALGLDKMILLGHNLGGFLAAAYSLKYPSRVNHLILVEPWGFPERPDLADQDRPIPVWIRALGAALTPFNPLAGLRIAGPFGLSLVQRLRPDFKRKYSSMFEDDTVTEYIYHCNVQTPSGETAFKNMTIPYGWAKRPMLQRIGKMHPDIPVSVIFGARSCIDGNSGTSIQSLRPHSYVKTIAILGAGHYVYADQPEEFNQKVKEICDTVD
Exocytosis inh – LAMP-1 surface exposure blockers, TALL-104 cells – cell-based, flow cytometry, MLPCN library, primary screen; TALL-104 LAMP-1 surface exposure; cells stimulated with thapsigargin and PMA; inhibition, % at 10 µM; actives 0.66% (n = 360,000); AID 651702, 2012;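 active = inhibition above about 55%, limit read from the data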
MC4R antagonist – MC4R antagonists of cAMP signaling, primary screen, cell-based, TR-FRET, antagonist arm of biased-ligand search | MC4R-expressing cells, MTII-stimulated cAMP, LANCE TR-FRET | inhibition, % at 6.5 µM | actives 0.48% (n = 360,000) | AID 540295, 2011;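 active = inhibition above its plate's cutoff, the mean of tested wells on that plate plus 3 SD, cut at about 29% in these data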;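 also: 0% = Melanotan II alone and 100% = Melanotan II plus saturating MCL0020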
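Assay system: U2OS cells stably expressing human melanocortin 4 receptor (MC4R) / Dosing: 6.5 µM / Timing: compound 30 min, challenge 1 h, detection 1 h / Measured by: Eu-cAMP/anti-cAMP TR-FRET, emission 671 nm / Replicates: singlicate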
Numbers without * were called inactive; nt = not tested or not shown. A portion of the library. The share of hits here may be higher or lower than overall.

SMILES	Vif inh	TLR9-MyD88 inh	MC4R ag barr	ABCB6 inh 2	aDG glyco up	NOD2 RIPK2 PPI	N-glyco inh	ABHD5-PLIN5 inh	Exocytosis inh	MC4R antagonist
CCOc1ccc(C(C(=O)NC2CCCCC2)N(C(=O)c2csnn2)C2CC2)cc1 (configuration not stated)	-7	9	2.7	94	0.0	-11	0	-7	5	0
O=C(CCN1C(=O)c2ccccc2C1=O)c1cnc[nH]1	-4	nt	nt	84	1.6	-4	3	1	-3	nt
CC(C)Sc1nc2ccccc2n1CC(N)=O	4	-4	-1.4	93	0.0	-3	-2	-3	-3	-2
O=c1o[nH]c(-c2ccccc2)c1C=Nc1ccc(Cl)cc1	-5	-6	0.3	94	-0.6	-6	-1	5	26	5
O=C(CN1C(=O)C2CC=CCC2C1=O)Nc1ccc(S(=O)(=O)N2CCOCC2)cc1 (configuration not stated)	12	3	0.3	108	-0.1	6	1	-5	-1	-1
O=C(CSc1ncn[nH]1)NCc1ccccc1Cl	-13	-2	1.5	93	0.0	-12	-1	-10	-12	-3
Cc1cc(Cl)ccc1N=C1N=C(N)c2ccccc21	nt	-1	1.5	102	0.1	-11	1	-7	1	16
COCCS(=O)(=O)N(Cc1ccc(Br)cc1)[C@@H](C)C(=O)OC	-2	-4	0.5	100	0.0	-12	1	-6	-2	8
Cc1cccc(N2CCN(C(=O)CCC(=O)N3CC(C)Oc4ccccc43)CC2)c1C (configuration not stated)	-18	0	0.9	96	0.2	2	-1	-5	3	14
O=C(CNC(=O)c1ccccc1)Oc1cccc(Cl)c1	-4	nt	0.2	93	0.0	-9	3	1	-5	0
CC(C)(CO)NCc1ccccc1OCC(=O)Nc1ccccc1	2	-6	-0.2	101	0.1	-6	1	3	-4	-5
COCCC(=O)N1CCC(Oc2ccc(C(=O)NCc3cc(C)n(C)n3)cc2)CC1	16	12	-0.4	92	0.2	1	-2	-2	-2	4
COc1ccc(CN2CC(C(=O)NCC3CCCO3)CC2=O)cc1 (configuration not stated)	10	4	-0.9	99	-0.1	-11	1	3	0	-2
CCCCNCc1ccc(OCc2ccc(Cl)nc2)c(OC)c1	-6	4	-1.0	96	0.1	3	-3	-1	8	6
c1ccc2c(c1)oc1c(Nc3ccc4c(c3)OCCO4)ncnc12	-24	3	-0.6	89	-0.6	2	-11	4	4	11
CC1=C(C(=O)N2CCOCC2)CC(CC(=O)NCCCCc2ccccc2)C(=O)N1Cc1ccc(C(C)(C)C)cc1 (configuration not stated)	3	2	2.2	99	0.2	-8	-2	8	9	14
CCc1nc2ccccc2c(C(=O)Oc2cccc3cccnc23)c1C	-2	-14	2.1	98	0.1	4	-3	-2	2	11
Cc1cc(C)n(-c2nc(SCC(=O)Nc3nccs3)c3c4c(sc3n2)COC(C)(C)C4)n1	13	-2	-0.5	108	0.1	-3	-5	3	-14	9
CCCCN1C(=O)C(=O)N(CC(=O)Nc2ccc(C(N)=O)cc2)C1=O	3	1	-1.0	91	1.7	-5	1	4	1	-4
CC1(C)CC(=O)c2c(O)c(-c3ccccc3)c(=O)n(-c3ccccc3)c2C1	-1	11	-2.8	99	-0.2	-11	5	-6	-2	-3
CCN(C(=O)CN1C(=O)NC(c2ccccc2)(c2ccc(C)c(C)c2)C1=O)C1CCCCC1 (configuration not stated)	-10	14	4.8	85	1.6	20	3	-5	6	-4
O=C(NCCC1=CCCCC1)C1CCCN(S(=O)(=O)c2cccc3cccnc23)C1 (configuration not stated)	-6	-9	-1.1	98	0.1	-6	-2	-1	3	24
Cc1cccc(NS(=O)(=O)c2ccc3[nH]c(=O)cc(C(=O)OC(C)C(=O)Nc4ccc([N+](=O)[O-])cc4)c3c2)c1 (configuration not stated)	29	-5	-2.3	99	0.0	-10	1	8	2	-11
CN(C)CCNc1ncnc2c1ncn2[C@H]1CN(Cc2ccncc2)C[C@@H](CO)O1	-1	nt	-0.7	96	-0.1	3	3	3	6	2
CCOc1ccc(NC(=O)CSCC(=O)O)cc1	-16	-7	-1.3	95	-0.2	2	0	-3	6	-2
O=S(=O)(O)CCS	34	1	-0.8	101	0.1	-2	2	-9	0	2
CN(CC(=O)OCC(N)=O)S(=O)(=O)c1ccc(Cl)cc1	10	8	-1.3	103	-0.1	-4	2	-3	-1	8
O=C(NCCCNC(=O)c1ccccn1)c1ccc(Br)cc1	nt	-3	-3.6	95	-0.1	-10	2	-5	-1	13
CC(=O)N1CCN(c2ccc(NCc3ccc(C(C)C)cc3)cc2)CC1	-7	-4	0.2	100	-0.2	-2	3	0	0	0
NC(=S)N1CCCc2ccccc21	-3	12	0.5	98	-0.1	-6	0	0	-2	10
O=C(Nc1ccc(Cl)c(Cl)c1)Nc1cc(C(=O)N2CCOCC2)ccc1N1CCCCC1	nt	-1	-0.6	97	-0.1	-3	1	7	-1	-2
Cc1c(C(=O)N2CCC(Cc3ccccc3)CC2)sc2ncnc(N3CCC(C)CC3)c12	17	6	-1.2	99	0.5	-7	-2	0	0	10
Cc1cc(Cl)ccc1OCC(=O)N(Cc1ccco1)c1c(N)n(Cc2ccccc2)c(=O)[nH]c1=O	-8	-18	-0.9	102	0.2	-3	-2	10	0	10
COC(=O)c1ccn(-c2nc(-c3ccco3)cc(C(F)(F)F)n2)n1	-3	-8	-0.9	103	0.1	-5	2	-2	2	2
CN(CCO)C(=O)C1CCN(c2ncc(C(F)(F)F)cc2Cl)CC1	1	-12	0.1	97	-0.2	-1	1	-2	0	5
CCOC(=O)[C@]12CCC=C1N(Cc1ccccc1)C(=O)[C@H](CC(=O)NCc1cccs1)C2	nt	nt	nt	93	0.0	-4	nt	1	-1	nt
COc1ccc(N(C(=O)Cn2nnc(-c3ccc(F)cc3)n2)C(C)C(=O)NC2CCCC2)cc1 (configuration not stated)	-7	-3	0.8	99	0.0	6	-5	-1	20	12
O=C(COC(=O)c1cnccn1)NCCc1ccccc1	2	-7	-1.6	98	0.1	0	0	4	1	1
CC(=O)Nc1ccc2nc(-c3ccc(Br)o3)[nH]c2c1	2	6	3.3	100	-0.3	-5	0	11	-2	-12
Cc1ccccc1NS(=O)(=O)c1ccc(NC(=O)CSCc2ccc(Br)cc2)cc1	-1	-7	-0.8	96	0.0	-4	-4	-12	3	9

3 entries out of the list above, sorted by the value under N-glyco inh, falling:
SMILES	Vif inh	TLR9-MyD88 inh	MC4R ag barr	ABCB6 inh 2	aDG glyco up	NOD2 RIPK2 PPI	N-glyco inh	ABHD5-PLIN5 inh	Exocytosis inh	MC4R antagonist
CN(CCO)C(=O)C1CCN(c2ncc(C(F)(F)F)cc2Cl)CC1	1	-12	0.1	97	-0.2	-1	1	-2	0	5
CCOc1ccc(NC(=O)CSCC(=O)O)cc1	-16	-7	-1.3	95	-0.2	2	0	-3	6	-2
COc1ccc(N(C(=O)Cn2nnc(-c3ccc(F)cc3)n2)C(C)C(=O)NC2CCCC2)cc1 (configuration not stated)	-7	-3	0.8	99	0.0	6	-5	-1	20	12

(cont.)
SMILES	Vif inh	TLR9-MyD88 inh	MC4R ag barr	ABCB6 inh 2	aDG glyco up	NOD2 RIPK2 PPI	N-glyco inh	ABHD5-PLIN5 inh	Exocytosis inh	MC4R antagonist
CCCS(=O)(=O)C/C(N)=N/OC(=O)c1ccccc1Cl	6	nt	-0.9	102	0.0	2	3	-3	-4	-2
NC(=O)CCCn1c(C(=O)c2cc(Cl)c(N)c(Cl)c2)c2ccc([N+](=O)[O-])cc2[n+]1[O-]	12	-10	-1.5	83	0.0	-1	-3	0	4	-7
CSc1ncccc1C(=O)Nc1cccc(S(=O)(=O)N2CCCCC2)c1	-1	-6	-1.3	95	0.1	-3	-2	4	0	15
CN(CCCN1CCOCC1)C(=O)c1cc(COc2cccc(C(F)(F)F)c2)on1	13	-15	-0.2	107	0.2	-6	-2	0	8	10
Cc1[nH]c2c(Cl)cccc2c(=O)c1CN1CCCC1	-10	-5	-1.1	89	-0.1	0	0	-4	0	2
COc1ccc(C(=O)Cc2cc(OC)c(OC)cc2[N+](=O)[O-])cc1	3	0	1.0	85	0.1	3	1	-10	4	7
CCC/C=C1/CCCOC(C(=O)NCc2ccccn2)(C(F)(F)F)C1 (configuration not stated)	-3	-5	1.1	103	0.2	4	2	-10	9	7
CCn1cc(C2=NOC(C(=O)Nc3cccc(C(C)=O)c3)C2)c(C)n1 (configuration not stated)	-20	-1	0.2	94	0.7	-11	2	10	0	8
Cc1cc(NCCOCCO)n2ncc(-c3ccc(Cl)cc3)c2n1	8	5	-2.7	96	1.2	0	-13	16	-3	-5
CC(C)CN(C(=O)COC(=O)COc1ccc2ccccc2c1)c1c(N)n(Cc2ccccc2)c(=O)[nH]c1=O	nt	-12	-4.6	95	0.0	1	8	1	4	5
CSCCC(NC(=O)c1ccccc1)C(=O)N/N=C(\C)Cc1ccccc1 (configuration not stated)	-3	1	-3.6	107	-0.3	-2	2	0	1	3
C=CCN1CC(=O)N2C(c3ccccc3)c3[nH]c4ccccc4c3C[C@H]2C1=O (some centres not stated)	-8	2	-0.9	103	0.2	5	1	4	1	6
COc1ccc2c(=O)c(N3C(=O)c4ccccc4C3=O)coc2c1	-3	9	-0.5	104	0.3	-11	-3	3	-9	14
Cc1cccc(CCNC(=O)c2nnc(Cc3ccc(Cl)cc3)o2)c1	-5	4	0.5	101	0.0	-3	1	-1	-6	15
O=C1CN(C(=O)c2cc(Br)c(Br)s2)c2ccccc2N1	-2	-7	-1.6	91	-0.2	2	13	4	1	-10
CCN(CC)CCCn1c(SCC(=O)Nc2cccc(F)c2)nnc1-c1ccoc1C	15	-3	0.2	98	-0.1	-4	-4	2	48	5
COC(=O)N/N=C/c1cn(CCOc2ccc(OC)cc2)c2ccccc12	-6	-6	-0.1	91	0.0	-15	-6	2	-4	12
S=C(c1ccccc1)N1CCSCC1	2	6	-1.3	99	0.2	7	2	-5	6	5
CCc1nnc(NC(=O)/C=C/c2ccco2)s1	-1	-7	-3.3	107	-0.4	1	15	6	-2	10
CC(C)Oc1cccc(NC(=O)C2(C)CCCN2C(=O)C(C)C)c1 (configuration not stated)	32	nt	-1.7	96	-0.1	5	0	6	1	5
COc1ccccc1OCc1csc(N)n1	-5	-11	-3.4	107	-0.2	-8	2	1	-8	7
C/C(=N/NC(=O)c1ccc(-c2ccccc2)cc1)c1cc(O)cc(O)c1	-10	-3	-3.4	91	0.1	0	3	-9	6	6
Cc1cc(C)c(S(=O)(=O)NCC2CCC(C(=O)NCCCN3CCOCC3)CC2)c(C)c1 (configuration not stated)	9	4	-0.5	97	0.0	-7	0	4	-1	12
Cc1nn2c(NCCOCCO)c3c(nc2c1-c1ccccc1)CCC3	10	5	-0.3	96	0.1	-5	3	0	-4	-1
